CCR6 antag – blocks CCL20-driven beta-arrestin recruitment at human CCR6; P51684; CHO-K1 CCR6 PathHunter beta-arrestin, luminescence, CCL20-stimulated; inhibition, % at 20 µM; actives 0.49% (n = 340,000);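 active = compounds whose inhibition of the agonist-driven luminescence signal at 20 µM reaches about 50%, limit read from the data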;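 also: cells stimulated with CCL20 at 14 nM final; plate controls were DMSO with CCL20 for no effect and DMSO without agonist for full effect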
Jurkat NFkB inh – lowers PMA/ionomycin-induced NF-kB signal in Jurkat cells. PMA/ionomycin-induced NF-kB luciferase reporter, luminescence. inhibition, % at 4 µM. actives 0.53% (n = 330,000). AID 435003
UBC13 polyUb – human UBC13 polyubiquitination inhibition | UBC13 polyubiquitin chain formation, TR-FRET | inhibition, % at 20 µM | actives 0.47% (n = 330,000); in the data active = inhibition above about 45%, passing the limit was not always enough
Target sequence (P61088 whole entry, looked up): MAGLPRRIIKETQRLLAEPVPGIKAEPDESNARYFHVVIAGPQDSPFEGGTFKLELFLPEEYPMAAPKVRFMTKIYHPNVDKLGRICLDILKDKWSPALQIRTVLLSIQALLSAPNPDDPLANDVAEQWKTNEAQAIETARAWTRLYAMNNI
EBI2 antag – EBI2 (human) antagonism. AID 651636. actives 0.81% (n = 360,000). P32249. inhibition, % at 5 µM. EBI2 beta-arrestin recruitment, luminescence, 7a,25-OHC stimulated; in the data active = inhibition above about 38%;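 also: enzyme fragment complementation signal reports receptor beta-arrestin coupling in cells; 0% = agonist plus DMSO wells and 100% = wells without agonist; some results beyond the cut were filed as inactive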
Target sequence (P32249 whole entry, looked up, the tested form may be a part): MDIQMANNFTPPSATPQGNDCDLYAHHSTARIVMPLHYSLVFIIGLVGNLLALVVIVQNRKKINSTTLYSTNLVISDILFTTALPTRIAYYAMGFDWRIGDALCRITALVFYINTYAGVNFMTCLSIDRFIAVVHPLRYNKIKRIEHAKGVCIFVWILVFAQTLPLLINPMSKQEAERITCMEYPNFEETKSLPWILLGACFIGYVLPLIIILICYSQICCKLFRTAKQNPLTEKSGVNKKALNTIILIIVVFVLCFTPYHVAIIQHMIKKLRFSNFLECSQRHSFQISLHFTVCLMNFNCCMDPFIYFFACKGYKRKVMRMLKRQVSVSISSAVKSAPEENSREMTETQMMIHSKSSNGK
Apaf-1 inh – inhibitors of human Apaf-1 apoptosome. reconstituted apoptosome caspase-3 activity, DEVD-Rh110 fluorescence. inhibition, % at 20 µM. actives 0.71% (n = 330,000). O14727; active = inhibition of at least 40% at 20 µM;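 also: plate controls were DMSO wells for no effect and DEVD-CHO caspase inhibitor wells for full effect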
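detection = Rh110 fluorescence intensity | test system = biochemical Apaf-1 apoptosome reconstitution | also added = cytochrome c and DEVD-Rh110 substrate | schedule = 30 min plus 50 min, RT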
Gli-Sufu block – blocks Gli-Sufu signaling in a luciferase reporter | Sufu-KO-LIGHT fibroblasts, Gli luciferase reporter luminescence | inhibition, % at 5 µM | actives 0.74% (n = 340,000);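 active = inhibition above about 55%, limit read from the data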;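 also: 0% = DMSO-treated cells and 100% = wells with medium but no cells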
SENP8 inh – inhibitors of human SENP8 protease; Q96LD8; purified SENP8, Z-RLRGG-aminoluciferin cleavage, luminescence; inhibition, % at 10 µM; actives 1.2% (n = 330,000); AID 2540
Target sequence (Q96LD8 whole entry, looked up): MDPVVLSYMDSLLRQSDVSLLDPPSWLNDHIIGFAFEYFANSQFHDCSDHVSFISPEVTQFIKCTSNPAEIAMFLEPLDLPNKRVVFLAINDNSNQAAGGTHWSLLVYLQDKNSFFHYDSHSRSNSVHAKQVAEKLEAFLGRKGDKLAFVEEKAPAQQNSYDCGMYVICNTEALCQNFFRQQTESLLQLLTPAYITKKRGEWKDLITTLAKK
697 NFkB inh – inhibitors of the PMA/ionomycin-induced NF-kB reporter in 697 B cells; 697 B-cell NF-kB luciferase reporter, 16 h; inhibition, % at 4 µM; actives 0.33% (n = 330,000); in the data active = inhibition above about 35%
The depositor's hits bear a star; . = not tested or not shown. Rule as the data show it, unless noted: active = inhibition above about 50%; inactive = the rest. A portion of the library. The share of hits here may be higher or lower than overall.

nr	canonical_smiles	CCR6 antag	Jurkat NFkB inh	UBC13 polyUb	EBI2 antag	Apaf-1 inh	Gli-Sufu block	SENP8 inh	697 NFkB inh
1	O=C(NCCc1c[nH]c2ccccc12)C1CCN(S(=O)(=O)c2ccc(F)cc2)CC1	13	10	0	33	4	.	2	19
2	COc1ccccc1NC(=O)C/C(C)=N/NC(=O)COc1c(Br)cc(Br)cc1OC	3	4	23	-5	19	2	-1	0
3	C=CCn1c(SCC(=O)N(C)C)nc2sc3c(c2c1=O)CCC3	10	18	6	-11	2	-17	-5	0
4	Cc1ccc(-c2ccc(=O)n(Cc3ccc(F)cc3)n2)cc1	14	33	4	7	21	-2	-12	-14
5	O=C(CCNS(=O)(=O)c1ccccc1F)NCc1ccc2c(c1)OCO2	0	-9	6	-4	-2	0	3	7
6	CCSC1=NN2CCS(=O)(=O)N=C2S1	4	-3	1	3	1	-5	-4	0
7	CN=C1S/C(=C\c2ccc(SC)cc2)C(=O)N1C	18	-20	-1	14	17	-3	62*	-2
8	CCN(CC)C(=O)CSc1nnc(-c2ccco2)n1N	5	-6	-1	-6	4	7	1	19
9	O=C(Nc1ccc(Cl)cn1)c1ccc2[nH]c(=O)c(=O)[nH]c2c1	-1	-5	-1	6	-2	-14	1	0
10	Cn1cnc([N+](=O)[O-])c1Sc1n[nH]c(N)n1	3	-9	7	-1	0	3	-2	6
11	COc1ccc(CNC(=O)COC(=O)C2CC2C)cc1OC (stereo unspecified)	12	4	1	-4	0	3	-6	-18
12	COc1cc(Cl)c(C)cc1NC(=O)c1ccc2c(SCC(=O)O)c3c(nc2c1)CCCC3	4	1	4	-8	18	-9	-8	-7
13	COc1ccc(NC(=O)CN(C)CC(=O)Nc2ccc(Cl)cc2F)cc1	14	1	-2	2	6	9	2	-1
14	CCN1CCN(C(=O)C(C)Nc2ccc(OC)cc2OC)CC1 (stereo unspecified)	-2	17	8	-8	-5	2	-3	8
15	Cc1nc(-c2ccccc2Cl)sc1C(=O)/C=C/N(C)C	-7	-43	-9	1	2	-53	-16	-38
16	COc1ccc(NC(=O)Cn2c(=O)n(CC(=O)NCc3ccco3)c(=O)c3ccccc32)cc1OC	-2	3	6	2	6	-4	-2	14
17	CCCC(=O)C1=C(O)C(C(=O)OC)C(C)(C)CC1=Nc1ccc(OC)cc1 (stereo unspecified)	5	9	12	-11	5	-1	-9	14
18	Cc1c2ccccc2cc[n+]1CCCS(=O)(=O)[O-]	7	-1	-1	4	-7	-5	-12	5
19	Cc1ccc(S(=O)(=O)N2CCN(C(=O)Cc3ccc(S(=O)(=O)N4CCOCC4)s3)CC2)cc1	-7	7	8	8	-2	13	4	-22
20	Cc1cc(C)nc(SCC(=O)NNC(=O)c2cccs2)n1	-7	-3	14	12	-16	-12	-3	15

Compound profiles, from the list above. Screens in order: CCR6 antag, Jurkat NFkB inh, UBC13 polyUb, EBI2 antag, Apaf-1 inh, Gli-Sufu block, SENP8 inh, 697 NFkB inh
CCN1CCN(C(=O)C(C)Nc2ccc(OC)cc2OC)CC1 (stereo unspecified) in the list: -2, 17, 8, -8, -5, 2, -3, 8
Cc1c2ccccc2cc[n+]1CCCS(=O)(=O)[O-] in the list: 7, -1, -1, 4, -7, -5, -12, 5

Carrying on:
nr	canonical_smiles	CCR6 antag	Jurkat NFkB inh	UBC13 polyUb	EBI2 antag	Apaf-1 inh	Gli-Sufu block	SENP8 inh	697 NFkB inh
21	COc1cc(NC(=O)c2ccc(C)cc2C)ccc1NC(=O)c1cc2ccccc2o1	3	20	14	-10	-9	-8	8	-1
22	COc1ccc(S(=O)(=O)N2CCOCC2)cc1N=Nc1sc(N)nc1-c1ccccc1	36	22	-146	18	-8	6	9	12
23	Cc1ccnc(NS(=O)(=O)c2ccc(NS(=O)(=O)c3cc(Cl)ccc3Cl)cc2)n1	6	-7	-9	0	15	15	-12	-36
24	COc1cccc(-c2nc(N3CCCCC3)c3ccccc3n2)c1O	10	-12	15	5	4	-9	-8	7
25	O=C(NNS(=O)(=O)c1ccccc1[N+](=O)[O-])c1ccc(F)cc1	5	9	0	35	-13	23	0	11
26	COc1ccc(C)cc1NC(=O)CSCc1cc(=O)n2c(C)csc2n1	8	-1	-2	11	1	-5	5	9
27	CSc1ccc(CCNC(=O)c2ccc(CS(=O)Cc3ccc(Cl)cc3)o2)cc1 (stereo unspecified)	17	11	4	54*	14	7	-1	-11
28	COc1nc(OCC#N)nc(N(C)C)n1	5	-1	1	-13	-10	5	-1	7
29	CN(Cc1ccccc1)c1c([N+](=O)[O-])c(=O)n(C)c2ccccc12	14	-1	-1	0	6	10	-2	-35
30	CSc1nc(Cc2ccc(Cl)cc2)nc2ccccc12	10	-7	44	7	8	-10	6	17
31	CCCCNC(=O)COC(=O)c1cc2c(C)nn(-c3ccccc3)c2s1	0	-8	3	-5	4	-2	-1	-7
32	C=CCn1c(SCC(=O)NC2CCCC2)nc2scc(-c3ccco3)c2c1=O	16	4	-8	5	14	3	4	15
33	COc1cc(OC)cc(C(=O)Nc2nc(CC(=O)NCc3ccccc3OC)cs2)c1	9	14	-4	-14	8	-9	-3	13
34	Cc1ccccc1NC(=O)CCN1CCCC1	4	-10	-7	9	4	-1	-10	10
35	Cc1nc(NC(=O)CSc2ccccc2N)sc1C	11	-18	6	.	-1	-3	8	-3
36	CN1CCN(C(=S)NC(=O)/C=C/c2ccccc2)CC1	-3	4	2	2	-20	1	0	5
37	CCCN(C(=O)c1ccco1)c1nnc(-c2ccncc2)s1	18	-36	-3	6	10	2	19	-7
38	COc1ccc(OCC(O)CNc2ccc(Br)cc2)cc1 (stereo unspecified)	-3	8	8	76*	-4	-3	3	-10
39	CCC(Sc1ccccn1)C(=O)Nc1cccc([N+](=O)[O-])c1 (stereo unspecified)	3	4	0	2	-5	1	7	1
40	O=C(COc1ccc(Br)cc1)NCCCNC(=O)c1cnccn1	5	3	3	-7	-4	16	-1	5
41	CCOC(=O)CSc1nnc(CNC(=O)Cc2ccccc2)n1-c1ccccc1OC	-11	0	12	-3	-6	1	6	23
42	CCN(CCn1cccn1)C(=O)CC1C(=O)NCCN1Cc1cc(OC)cc(OC)c1 (stereo unspecified)	0	-5	-2	-4	-20	17	0	21
43	COc1ccc(CN2CCNC(=O)C2CC(=O)N(C)C2CCOCC2)c(F)c1 (stereo unspecified)	0	-17	1	1	-1	2	2	11
44	O=C(CCCN1C(=O)/C(=C/c2cccs2)SC1=S)NNC(=O)c1ccncc1	28	0	3	9	-14	2	-9	16
45	NC(=O)[C@@H]1CCCNc2c(F)cc([N+](=O)[O-])cc2C(=O)N[C@@H](CCC(=O)O)C(=O)N[C@@H](CO)C(=O)N1	0	6	-8	-5	5	-5	-15	4
46	O=C1C2C3C=CC(C2C(=O)N1CCCO)C1C2C(=O)N(CCCO)C(=O)C2C31 (stereo unspecified)	0	-5	-1	-9	-4	2	-10	17
47	CC(=O)c1c(C)[nH]c(C(=O)N2CC(C)CC(C)C2)c1C (stereo unspecified)	5	-14	2	-6	8	-3	7	15
48	COc1ccc(-n2cnnc2SCC(=O)Nc2cccc(S(=O)(=O)N3CCCCC3)c2)cc1	7	-9	4	10	8	6	4	1
49	CS(=O)(=O)Nc1ccc(C(=O)NCCSC2CCCCC2)cc1	-16	2	8	-3	-12	.	0	-2
50	CCC(c1nnnn1Cc1cccs1)N1CCN(c2nc3ccccc3s2)CC1 (stereo unspecified)	-2	-3	-1	11	18	2	-5	-28
51	Cc1ccc(OCC(=O)c2cc(C)n(Cc3ccco3)c2C)c([N+](=O)[O-])n1	13	20	5	3	2	12	8	8
52	O=C(Cc1ccc(Br)cc1)Nc1cccc(S(=O)(=O)N2CCOCC2)c1	3	-7	5	6	10	3	-2	-4
53	O=C(Nc1ccccc1)/C(=C/c1ccc(F)cc1)NC(=O)c1ccco1	8	1	-13	-2	3	17	7	-4
54	COc1cccc(CCc2nnc(CCC(=O)N3CCCC3c3nccs3)o2)c1 (stereo unspecified)	2	-2	-1	-7	3	3	-3	13
55	COCCCNC(=O)CC(NS(=O)(=O)c1ccc(C)cc1)c1ccc(OC)cc1 (stereo unspecified)	3	-17	-4	2	-17	5	-2	-22
56	Cc1c(C)n(CCc2ccccc2)c2ncnc(NN)c12	18	-14	4	0	17	3	0	-49
57	Cc1cccc(OCCC(=O)NCC(c2ccccc2)N(C)C)c1 (stereo unspecified)	-8	-5	-8	-2	18	5	-11	3
58	COc1ccc(C(=O)COC(=O)c2ccc(Cl)nc2)c(OC)c1	8	-1	1	-7	12	-1	0	7
59	O=C(/C=C/c1ccc(Cl)cc1)NC1CCS(=O)(=O)C1 (stereo unspecified)	4	4	-6	-7	-6	0	1	4
60	CCOC(=O)N1CCN(C(=O)Cn2ccc3ccccc3c2=O)CC1	-10	-3	6	2	-1	-1	-1	30
61	Cc1ccc(C(=O)CSc2nsc(C)c2C#N)cc1	21	-147	3	2	11	1	-2	-38
62	CCN1CCN(S(=O)(=O)c2ccc(Cl)c(C(=O)NC3CCCC3)c2)CC1	6	18	5	-10	4	4	1	18
63	COc1cc(C2/C(=C(\O)c3ccc4c(c3)CC(C)O4)C(=O)C(=O)N2Cc2ccco2)ccc1O (stereo unspecified)	5	4	-2	-8	5	-3	0	26
64	Cc1ccc(NC2CCCN(C(=O)c3cnsn3)C2)cc1C (stereo unspecified)	4	-10	-1	2	0	-1	-6	-13
65	CCc1ccccc1NC(=O)C(CC)Sc1nc2cc3c(cc2c(=O)n1Cc1ccco1)OCO3 (stereo unspecified)	-11	0	-11	2	-8	13	-3	15
66	COc1cccc(NC(=O)CN(C)C(=O)CNC(=O)c2ccc(Oc3ccccc3)cc2)c1	13	-1	3	-7	13	-8	-15	-42
67	Cn1c(=O)c2cc(S(=O)(=O)Nc3cccc(F)c3)ccc2n(C)c1=O	0	-6	4	-13	-2	-17	-3	-4

Some of the entries so far, as labelled records:
#64 Cc1ccc(NC2CCCN(C(=O)c3cnsn3)C2)cc1C (stereo unspecified)
  CCR6 antag = 4	Jurkat NFkB inh = -10	UBC13 polyUb = -1	EBI2 antag = 2	Apaf-1 inh = 0	Gli-Sufu block = -1	SENP8 inh = -6	697 NFkB inh = -13

#62 CCN1CCN(S(=O)(=O)c2ccc(Cl)c(C(=O)NC3CCCC3)c2)CC1
  CCR6 antag = 6	Jurkat NFkB inh = 18	UBC13 polyUb = 5	EBI2 antag = -10	Apaf-1 inh = 4	Gli-Sufu block = 4	SENP8 inh = 1	697 NFkB inh = 18

#63 COc1cc(C2/C(=C(\O)c3ccc4c(c3)CC(C)O4)C(=O)C(=O)N2Cc2ccco2)ccc1O (stereo unspecified)
  CCR6 antag = 5	Jurkat NFkB inh = 4	UBC13 polyUb = -2	EBI2 antag = -8	Apaf-1 inh = 5	Gli-Sufu block = -3	SENP8 inh = 0	697 NFkB inh = 26

Bioassay records: PubChem BioAssay, Sanford-Burnham Center for Chemical Genomics
